Screening data: PubChem, National Center for Advancing Translational Sciences (NCATS)
Sm TGR inh = qHTS Assay for the Inhibitors of Schistosoma Mansoni Peroxiredoxins; Schistosoma mansoni thioredoxin glutathione reductase (TGR), Q962Y6; purified TGR, DTNB reduction, TNB absorbance 405 nm; Potency, µM (series often up to 114 µM), for the others: at the highest dose activity change, negative = inhibition, most hits filed as inhibitors; 360,000 tested, 3% active; note: potency is the fitted concentration of half-maximal effect; nearly all actives have a fitted effect of over 60% in size
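First, TGR (20 nM dispensed) and NADPH were mixed with compound. Second, a 15 min room-temperature incubation followed. Third, further NADPH and then DTNB were added to start the reaction. Finally, TNB absorbance was monitored kinetically.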
AmpC detergent = qHTS Inhibitors of AmpC Beta-Lactamase (assay with detergent); P00811; 370,000 tested, 0.041% active; AmpC hydrolysis of nitrocefin, absorbance 480 nm, 0.01% Triton; AID 485294, 2010; Potency, µM (doses to about 114 µM), inactives show at the top dose activity change, negative = inhibition, usual class: inhibitors;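 note: potency is the fitted concentration of half-maximal effect; 0% = no-compound wells and -100% = no-enzyme wells; nearly all actives have a fitted effect of over 25% in size; some results filed as inactive show a strong effect at the top dose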
Target sequence (P00811 whole entry, looked up): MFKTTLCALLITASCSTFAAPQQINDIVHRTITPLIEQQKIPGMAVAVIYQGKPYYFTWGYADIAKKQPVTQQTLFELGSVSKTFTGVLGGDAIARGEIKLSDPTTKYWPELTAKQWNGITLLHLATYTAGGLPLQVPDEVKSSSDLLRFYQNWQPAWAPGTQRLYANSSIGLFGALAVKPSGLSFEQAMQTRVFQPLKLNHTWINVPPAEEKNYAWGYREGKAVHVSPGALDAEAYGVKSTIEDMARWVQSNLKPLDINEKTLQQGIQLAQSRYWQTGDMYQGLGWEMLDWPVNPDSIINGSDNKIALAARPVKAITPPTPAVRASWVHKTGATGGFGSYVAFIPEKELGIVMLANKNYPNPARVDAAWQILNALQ
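AmpC (5.3 nM in the dispensed reagent) in 20 mM phosphate pH 7.0 with 0.01% (detergent screen) or 0.0001% Triton X-100 was preincubated with compounds for 15 min at room temperature. Nitrocefin was then added from an 800 uM solution, and hydrolysis was followed at 480 nm.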
LmPK inhibitor = qHTS Assay for Inhibitors of Leishmania Mexicana Pyruvate Kinase (LmPK) | purified LmPK, Kinase-Glo ATP luminescence, 1 h | Potency, µM (titrated, usually from 57.5 µM), for inactives: top-dose activity change, negative = inhibition, most hits filed as inhibitors | Q27686 | AID 1721, 2009 | 290,000 tested, 0.37% active; note: potency is the fitted concentration of half-maximal effect
Target sequence (Q27686 whole entry, looked up): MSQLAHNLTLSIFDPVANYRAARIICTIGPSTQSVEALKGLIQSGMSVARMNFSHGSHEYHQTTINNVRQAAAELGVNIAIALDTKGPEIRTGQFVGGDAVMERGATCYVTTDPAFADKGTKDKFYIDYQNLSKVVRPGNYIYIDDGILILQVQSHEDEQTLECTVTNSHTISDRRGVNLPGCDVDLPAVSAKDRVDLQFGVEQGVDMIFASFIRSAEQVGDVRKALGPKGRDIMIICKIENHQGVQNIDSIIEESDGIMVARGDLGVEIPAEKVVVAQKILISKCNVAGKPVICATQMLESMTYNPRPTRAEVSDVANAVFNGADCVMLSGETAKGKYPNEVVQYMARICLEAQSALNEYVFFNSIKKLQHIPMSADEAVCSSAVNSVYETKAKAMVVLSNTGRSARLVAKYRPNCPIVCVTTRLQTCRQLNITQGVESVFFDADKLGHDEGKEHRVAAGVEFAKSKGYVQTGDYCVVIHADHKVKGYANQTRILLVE
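Kinase-Glo luminescence read after 1 h RT reaction of 0.1 nM LmPK with 0.5 mM PEP and 0.1 mM ADP. Activity scaled between uninhibited and enzyme-free controls.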
AMA1-RON2 inh = qHTS for Inhibitors of AMA1-RON; Towards Development of Antimalarial Drug Lead: Primary Screen | Potency, µM (top dose mostly 58.2 µM), inactives show at the highest dose activity change, negative = inhibition, actives largely listed as inhibitors | AlphaScreen AMA1-biotinylated RON2 peptide binding | Plasmodium falciparum AMA1 (3D7) - RON2 peptide interaction | 360,000 tested, 0.2% active | AID 720542, 2013;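 note: potency is the fitted concentration of half-maximal effect; 0% = vehicle wells and -100% = peptide control; nearly all actives have a fitted effect of over 45% in size; some results filed as inactive show a strong effect at the top dose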
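AMA1 (3D7) with his tag at 25 nM final met compounds first, then biotinylated RON2 peptide at 25 nM; detection used donor plus acceptor beads, 10 µg/mL apiece, read by AlphaScreen after 30 min at room temperature.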
TbPYK inhibitor = qHTS of Trypanosoma Brucei Inhibitors; pyruvate kinase (Trypanosoma brucei), Q57TT1; TbPYK enzyme, Kinase-Glo Plus ATP luminescence, 45 min; Potency, µM (series often up to 76.8 µM), inactives show top-dose activity, negative = inhibition, usual class: inhibitors; 410,000 tested, 0.12% active; AID 624173, 2012; note: potency is the fitted concentration of half-maximal effect; nearly all actives have a fitted effect of over 50% in size
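Quantitative HTS: titrated library compounds versus trypanosomal pyruvate kinase in TEA buffer (pH 7.2) containing KCl, MgCl2, BSA and Tween-20. Reactions were initiated with ADP, 130 uM final. Kinase-Glo Plus luminescence was read after 45 min at RT.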
AmpC inh no detg = qHTS Inhibitors of AmpC Beta-Lactamase (assay without detergent); P00811; AmpC nitrocefin hydrolysis, absorbance 480 nm, 0.0001% Triton; Potency, µM (top dose mostly 57.1 µM), inactives show at the top dose activity change, negative = inhibition, hits mostly inhibitors; 330,000 tested, 0.52% active; AID 485341, 2010;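 note: potency is the fitted concentration of half-maximal effect; plate controls were no compound for no effect and no enzyme for full effect; nearly all actives have a fitted effect of over 20% in size; some results filed as inactive show a strong effect at the top dose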
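AmpC (5.3 nM in the dispensed reagent) in 20 mM phosphate pH 7.0 with 0.01% (detergent screen) or 0.0001% Triton X-100 was preincubated with compounds for 15 min at room temperature. Nitrocefin was then added from an 800 uM solution, and hydrolysis was followed at 480 nm.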
HCMV antiviral = qHTS Assay for inhibitors of the human cytomegalovirus (HCMV); HFF cells, HCMV-luciferase reporter, 72 h; hits give low values; activity change, negative = inhibition, % at 57.5 µM; 410,000 tested, 4.5% active; AID 1259415, 2018; in the data active = activity change below about -60%; inconclusive = no clear call, values can overlap the other calls; inactive = above about -39%
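Screen run at 2 compound doses on HFFs infected with reporter HCMV, MOI 1 PFU/cell. Luciferase activity from cell lysates at 72 h post infection gave inhibition relative to buffer-only and Salinomycin wells.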
Active calls of the source: *; ? = inconclusive; / = no result given; [ ] = remark or other dose. Unless noted, calls come from the whole dose curve; as a rule, active = well fitted curve in the direction sought with a large enough effect; inconclusive = small, poorly fitted or top-dose-only effect, or another doubt; inactive = no such curve, though single readings can be large; an effect the other way counts as inactive or inconclusive. Unless noted, % is set by controls: 0 for no effect and ±100 for the full control effect.

The opening 5 compounds as a preview:
smiles	Sm TGR inh	AmpC detergent	LmPK inhibitor	AMA1-RON2 inh	TbPYK inhibitor	AmpC inh no detg	HCMV antiviral
Cc1ccc([C@H]2C[C@H](O)[C@@H](n3cc(COC(=O)c4ccccc4)nn3)CN2C(=O)C2CCCCC2)cc1	/	/	/	-11%	-2%	/	1
NS(=O)(=O)c1ccc(CCNCC(=O)NC2CC2)cc1	-24%	0%	-1%	23%	4%	-13%	24
CC(C)(C)OC(=O)N1CCC[C@H]1C(=O)NCC1CCC(C(=O)O)CC1 (stereo not given in full)	-35%	?	6%	-8%	-13%	-9%	-4
Cc1nc(CNS(=O)(=O)c2ccc3c(c2)CCCC3)cs1	-7%	?	2%	-6%	-6%	-3%	-2
COC(=O)c1ccc(NC(=O)CCN2CCN(Cc3ccccc3)CC2)cc1	-23%	?	-3%	9%	5%	-14%	-4

The listing (from the top)
smiles	Sm TGR inh	AmpC detergent	LmPK inhibitor	AMA1-RON2 inh	TbPYK inhibitor	AmpC inh no detg	HCMV antiviral
Cc1ccc([C@H]2C[C@H](O)[C@@H](n3cc(COC(=O)c4ccccc4)nn3)CN2C(=O)C2CCCCC2)cc1	/	/	/	-11%	-2%	/	1
NS(=O)(=O)c1ccc(CCNCC(=O)NC2CC2)cc1	-24%	0%	-1%	23%	4%	-13%	24
CC(C)(C)OC(=O)N1CCC[C@H]1C(=O)NCC1CCC(C(=O)O)CC1 (stereo not given in full)	-35%	?	6%	-8%	-13%	-9%	-4
Cc1nc(CNS(=O)(=O)c2ccc3c(c2)CCCC3)cs1	-7%	?	2%	-6%	-6%	-3%	-2
COC(=O)c1ccc(NC(=O)CCN2CCN(Cc3ccccc3)CC2)cc1	-23%	?	-3%	9%	5%	-14%	-4
CCOC(=O)c1sc(NC(=O)CSc2nc3c(c(=O)n2-c2ccc(C)cc2)SCC3)c(C(=O)OCC)c1C	-6%	-17%	1%	3%	2%	7%	-19
NNC(=O)c1nc(Cl)c(Cl)c(N)c1Cl	1%	1%	5%	7%	-2%	-30%	8
Cc1ccccc1SCC(=O)OCC(=O)N1CC(=O)Nc2ccccc21	/	/	/	-5%	-9%	-17%	62
c1ccc(-c2noc(-c3cccnc3)n2)nc1	-10%	?	14µM*	24%	-29%	-14%	147
CCOC(=O)c1nc(Nc2ccc(Cl)cc2)c2c(C)noc2n1	-2%	0%	/	/	-4%	/	5
COc1cccc(CNn2cnnc2)c1O	9%	-3%	5%	14%	1%	1%	-29
COc1ccc(C(=O)N(c2ccc(OC)cc2)S(=O)(=O)c2cccs2)cc1	-1%	?	8%	3%[2.32 µM]	2%	-23%	6
COc1cc(C2C(=O)N(C3CCCCCC3)CC(=O)N2CCC2=CCCCC2)ccc1OC(C)C (stereo not given)	7%	7%	/	/	-5%	/	25
NS(=O)(=O)c1ccc(CCNC(=O)COC(=O)/C=C/c2ccc(OC(F)F)cc2)cc1	3%	-11%	/	-10%	-1%	-11%	0
N#Cc1ccc(/C=C/C(=O)c2ccccc2)cc1	8.9µM*	8%	-11%	-5%	1%	-15%	5
O=c1cc(CN2CCN(S(=O)(=O)/C=C/c3ccccc3)CC2)c2ccc(O)cc2o1	-17%	-7%	2%	-1%	4%	-42%	2
COc1ccc(CCNC(=O)Cc2c(C)c3c(cc(C)c4c(C)coc43)oc2=O)cc1OC	-2%	-7%	/	/	4%	/	?
COC(=O)c1ccc(C(=O)Nc2ccc3nc(-c4cccnc4)[nH]c3c2)cc1	-12%	-3%	-2%	1%	7%	-31%	-12
Cc1cccc(-c2nc(CSCC(=O)NCc3cccs3)c(C)o2)c1	4%	-3%	8%	6%	0%	22%	2
Cc1nn(C)cc1-c1cc(C(=O)O)c2ccccc2n1	0%	-6%	-1%	11%	-3%	1%	-1
Cc1cc(C)c2c(N)c(S(=O)c3ccc(C(C)(C)C)cc3)sc2n1 (stereo not given)	0%	3%	7%	-14%	-22%	-18%	-19
c1ccc(OCCn2cnc3ccccc32)cc1	9%	3%	-1%	-3%	1%	-19%	-25
COc1ccc(Nc2nc(N3CCN(S(=O)(=O)N(C)C)CC3)nc3ccccc23)cc1	2%	?	-6%	5%	-2%	10%	-85*
Cc1ccc(C(=O)N2CCN(Cc3ccccc3)CC2)cc1S(=O)(=O)N1CCOCC1	-14%	-14%	/	6%	-3%	140%[activator]	-4
CCOc1cc(/C=N/NC(=O)CSc2nncn2C)ccc1OCc1ccccc1	0%	1%	1%	2%	-2%	85%[activator]	?
COc1cccc(C2C(C(=O)c3cccs3)=C(O)C(=O)N2CCN(C)C)c1OC (stereo not given)	-19%	-4%	-2%	13%	0%	-12%	-15
CC(C)C(=O)Nc1ccc(C(=O)NNC(=O)c2cccs2)cc1	-8%	?	-6%	-2%	4%	-24%	39
Nc1nnc(COc2ccc(Br)cc2Br)s1	-6%	-12%	-1%	1%	-5%	-30%	54
COc1ccc(C2=NOC(C(=O)Nc3ccc(C(C)=O)cc3)C2)cc1OC (stereo not given)	11%	-4%	-1%	-8%	-9%	26%	13
Fc1ccc(CN2CCSCC2)cc1Br	18%	-19%	-11%	-25%	1%	-7%	89
COc1cc2oc(=O)cc(-c3ccc(-c4ccc(CO)cc4)cc3)c2c(OC)c1OC	/	/	/	1%	-4%	-20%	-30
Clc1ccc(CNCCC2=CCCCC2)cc1	-13%	-4%	-3%	-1%	-2%	-14%	-3
OC(CN1CCN(Cc2ccccc2)CC1)c1ccccc1 (stereo not given)	4%	-3%	-6%	5%	1%	-16%	-13
Cc1ccc(C2C(C(=O)O)c3ccccc3C(=O)N2C)o1 (stereo not given)	-11%	2%	3%	0%	3%	-7%	-34
O=C(OCc1ccccc1)c1cccnc1Cl	1%	-5%	-5%	1%	1%	-20%	?
COc1ccc(CCNc2nc(-c3ccc(Cl)cc3)cc(C(F)(F)F)n2)cc1OC	0%	12%	/	/	-2%	/	-19
CCc1sc(N(C(=O)Cc2ccccc2)c2ccccc2)nc1-c1ccccc1	0%	-5%	-3%	-5%	-2%	-23%	-38
CCOc1ccc(CN(CCCl)CCCl)cc1C(=O)OC	14µM*	-9%	-1%	?	2%	2%	/
O=C(O)CC1(CC(=O)N2CCN(CCO)CC2)CCCC1	2%	-1%	2%	8%	3%	-21%	-22
CCOC(=O)COc1ccc(/C=C2\C(=O)NC(=S)N(c3ccc(OC)cc3)C2=O)cc1OC	14µM*	-17%	15%	-17%	?	-26%	6
O=S(=O)(CCSc1nc2ccccc2s1)c1nc2ccccc2s1	0.1µM*	2%	6%	-13%	1%	-39%	-85*
Cc1nn(CCc2n[nH]c(=S)n2C2CCCCC2)c(C)c1Br	8%	-11%	7.9µM*	45%[activator]	13µM*	-23%	14
Cc1cc(NC(=O)C(C)SCC(=O)Nc2ccccc2OC(F)F)no1 (stereo not given)	3%	2%	0%	?	2%	-27%	63
Cc1ccc(C(=O)OCC(=O)NCCc2ccccc2)cc1S(=O)(=O)N1CCOCC1	1%	?	/	-3%	-4%	37%	12
COc1ccc(OC)c2c(N)c(C#N)c(C(F)(F)C(F)(F)F)nc12	3%	?	-4%	13%	2%	-3%	45
CCC(=O)Oc1oc(-c2ccccc2)nc1C=Nc1ccccc1OC	-33%	?	0%	11%	-4%	-12%	82
CCC(=O)N1CCN=C1SCc1ccccc1Cl	-23%	-11%	4%	3%	-2%	10%	-27
COC(=O)c1sccc1-n1cccc1C(=O)N1CCOCC1	1%	-8%	0%	-2%	-10%	-7%	44
Cc1ccc(NS(=O)(=O)c2ccc(C)c(NC(=O)COc3ccccc3)c2)c(C)c1	-8%	-7%	4%	13%	4%	-17%	-20
O=C(/C=C/c1cccs1)c1ccco1	/	/	/	-4%	6%	/	14
COC(=O)c1ccc(Oc2c(C)oc3cc(OCc4cnn(-c5ccccc5)c4)ccc3c2=O)cc1	8%	2%	1%	-3%	0%	-7%	62
CCCOc1ccc(/C=C2/C(=O)ON=C2C)cc1OCC	-26%	-5%	0%	3%	?	-4%	21
C=CCOc1c(Br)cc(/C=C2/C(=O)ON=C2C)cc1OC	?	3%	-9%	14%	7%	-14%	-4
CCOc1ccc(NC(=O)C2CC(=O)N(C(C)C)C2)cc1 (stereo not given)	3%	1%	-1%	-9%	2%	1%	44
CCOc1cc(CNc2ccc(O)cc2)cc(Cl)c1OCc1ccccc1	-19%	?	/	/	-16%	/	?
CCC(=O)NCCc1nc2ccccc2n1CC(=O)c1ccccc1	-6%	?	0%	-2%	-1%	6%	-9
Cc1cccc(N2C(=O)N(Cc3cccc(C#N)c3)c3ccccc3S2(=O)=O)c1	0%	-3%	/	/	-1%	/	1
CCCn1c(N)c(N(CCOC)C(=O)c2ccc(F)cc2)c(=O)[nH]c1=O	-7%	-6%	-6%	11%	-7%	-3%	20
COc1ccc(CN2CCNC(=O)C2CC(=O)N2CCCCO2)cc1OC (stereo not given)	?	5%	4%	6%	-2%	0%	34
CC(C)[C@H](NC(=O)NCCc1ccc(F)cc1)C(=O)O	14%	-14%	16%	4%	2%	-18%	2

New compounds follow
smiles	Sm TGR inh	AmpC detergent	LmPK inhibitor	AMA1-RON2 inh	TbPYK inhibitor	AmpC inh no detg	HCMV antiviral
N/C(=N\OC(=O)CC1CCCCC1)c1ccc([N+](=O)[O-])cc1	-2%	-14%	2%	-13%	-11%	-23%	1
COc1ccc(C(=O)NC2CC(C)(C)Cc3occc32)cc1 (stereo not given)	-15%	6%	1%	15%	4%	1%	-40
Cc1ccccc1CN1CCN(CC(=O)NCc2ccccc2)CC1	-24%	1%	1%	9%	-1%	17%	16
COc1cccc(NS(=O)(=O)c2ccc3[nH]cc(C(=O)NC4CCCCC4)c(=O)c3c2)c1	-4%	7%	/	/	1%	/	?
